HGIII-sPLA2 inh: Blocks human group III sPLA2 activity; QFRET BODIPY PC-A2 liposome hydrolysis, fluorescence; inhibition, % at 12.2 µM; actives 0.56% (n = 370,000);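 active = inhibition above mean plus 3 SD of compounds lying within the high and low control bounds, cut at about 19% in these data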;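 also: 0% = median of test compound wells and 100% = no enzyme DMSO wells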
Target sequence (Q9NZ20 whole entry, looked up): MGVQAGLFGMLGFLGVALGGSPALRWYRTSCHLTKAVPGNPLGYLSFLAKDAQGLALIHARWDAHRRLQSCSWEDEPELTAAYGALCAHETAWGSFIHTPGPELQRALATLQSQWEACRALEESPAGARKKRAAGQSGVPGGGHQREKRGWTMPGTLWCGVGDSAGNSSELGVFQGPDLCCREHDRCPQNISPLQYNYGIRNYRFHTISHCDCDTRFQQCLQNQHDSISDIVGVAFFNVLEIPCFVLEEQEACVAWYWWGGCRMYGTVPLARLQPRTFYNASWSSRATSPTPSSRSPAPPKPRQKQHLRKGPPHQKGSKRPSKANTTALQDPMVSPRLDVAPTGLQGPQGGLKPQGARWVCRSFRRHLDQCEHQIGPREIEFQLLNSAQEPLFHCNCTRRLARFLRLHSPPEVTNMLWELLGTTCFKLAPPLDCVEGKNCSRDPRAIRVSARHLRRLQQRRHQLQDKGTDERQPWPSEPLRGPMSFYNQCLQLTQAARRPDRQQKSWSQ
ADAM10 inh: inhibits human ADAM10; AID 720582; actives 0.62% (n = 370,000); O14672; inhibition, % at 7 µM; recombinant ADAM10, EDANS/DABCYL FRET peptide cleavage, 3 h;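 active = inhibition above a per-campaign cutoff equal to the mean of compounds falling between control-based bounds plus 3 SD, cut at about 20% in these data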;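 also: 0% = DMSO wells while the 100% control is not disclosed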
GAA850 FXN act: increases GAA850 frataxin promoter reporter activity; activation, % at 6 µM; HEK293 lucGAA850 FXN promoter luciferase reporter, 24 h; percent of 10 µM SAHA response; actives 0.56% (n = 360,000);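 active = activation above the average of all compounds screened plus 3 SD, cutoff fixed separately per campaign, cut at about 7.5% in these data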;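 also: 0% = DMSO wells and 100% = 10 µM SAHA wells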
DAX1 inh-1: inhibitors of DAX1 repression of SF-1 activated StAR promoter; inhibition, % at 6.8 µM; actives 1.1% (n = 370,000); HEK293T StAR-luciferase reporter, SF-1/DAX-1 repression relief; AID 652010;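 active = inhibition above the mean over all tested compounds plus 3 SD, cut at about 3.6% in these data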;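 also: 0% = DAX-1 cells with DMSO and 100% = cells lacking DAX-1 with DMSO; higher inhibition means more luminescence from relief of DAX-1 repression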
ADAM17 inh: ADAM17 inhibition, QFRET primary screen; AID 720648; inhibition, % at 6.95 µM; actives 0.83% (n = 370,000); recombinant ADAM17, EDANS/DABCYL FRET peptide cleavage; P78536;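 active = inhibition above the mean of compounds lying between control limits plus 3 SD, set per campaign, cut at about 8.5% in these data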;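 also: 0% = DMSO-only wells as the low control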
PLC-beta3 inh: PLC-beta3 (human) inhibition, primary screen | Q01970 | Purified PLC-beta3, fluorogenic substrate, fluorescence | inhibition, % at 12.2 µM | actives 0.18% (n = 370,000) | AID 720704; in the data active = inhibition above about 11%;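 also: 0% = median of compound wells on plate and 100% = full blocker control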
hgDAF-12 ag: activates the H. glycines DAF-12 receptor ligand-binding domain | HEK293 GAL4-hgDAF12 UAS-luciferase reporter, agonist luminescence; normalized to butyrate control | activation, % at 6.8 µM | actives 1.8% (n = 370,000) | AID 687014;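 active = activation above a cutoff set at the mean of all screened compounds plus 3 SD, cut at about 10% in these data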;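 also: 0% = DMSO wells and 100% = sodium butyrate wells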
hcDAF12 agonist: activators of H. contortus DAF-12 nuclear receptor. actives 1.4% (n = 370,000). activation, % at 6.8 µM. AID 652067. HEK293 hcDAF-12 lit1-tk-luc reporter, luminescence; 0% DMSO, 100% Δ7-dafachronic acid;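 active = activation above the mean of all tested compounds plus 3 SD, cut at about 5.5% in these data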;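 also: 100% = response to 3 µM Δ7-dafachronic acid high control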
PLC-gamma1 inh: blocks human PLC-gamma1 enzyme activity | P19174 | purified PLC-gamma1, fluorogenic substrate, fluorescence | inhibition, % at 12.2 µM | actives 0.84% (n = 370,000); in the data active = inhibition above about 9.5%
ssDAF12 agonist: S. stercoralis DAF-12 activation, primary screen | activation, % at 6.8 µM | AID 652126 | actives 1% (n = 370,000) | HEK293 ssDAF-12/GRIP1 lit1-tk-luc reporter, luminescence; % of 3 µM dafachronic acid response;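 active = activation above the mean over all tested compounds plus 3 SD, cut at about 0.9% in these data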;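 also: 0% = DMSO-only wells and 100% = 3 µM delta7-dafachronic acid wells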
DAX1 inh-2: NR0B1 (DAX1) inhibition; AID 504766; HEK293 Gal4-DAX1 luciferase reporter, luminescence; P51843; actives 0.99% (n = 340,000); inhibition, % at 6.75 µM;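 active = inhibition above the mean over all tested compounds plus 3 SD, cut at about 4.2% in these data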;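 also: 0% = DAX1-transfected cells with DMSO and 100% = empty-vector control cells with DMSO; inhibition shows as a rise in luminescence from relieved DAX1 repression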
Target sequence (P51843 207-470 limits assumed): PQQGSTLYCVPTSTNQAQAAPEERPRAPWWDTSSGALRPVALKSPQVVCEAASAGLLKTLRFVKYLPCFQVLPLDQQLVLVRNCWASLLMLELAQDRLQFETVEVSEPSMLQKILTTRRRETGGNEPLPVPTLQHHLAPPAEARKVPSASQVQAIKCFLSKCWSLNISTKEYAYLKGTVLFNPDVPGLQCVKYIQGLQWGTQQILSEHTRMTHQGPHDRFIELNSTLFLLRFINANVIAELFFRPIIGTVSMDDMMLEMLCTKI
* marks the source's active call; other numbers are inactive results; i = inactive; . = no result given. Compounds were not picked by outcome. Share with any hit: about 6.9%.

compound,HGIII-sPLA2 inh,ADAM10 inh,GAA850 FXN act,DAX1 inh-1,ADAM17 inh,PLC-beta3 inh,hgDAF-12 ag,hcDAF12 agonist,PLC-gamma1 inh,ssDAF12 agonist,DAX1 inh-2
CCn1c(=O)n(CC)c2cc(N3CCCC3)c(NC(=O)c3cccc(C)c3)cc21,1.8,-93.8,1.7,-0.3,-33.6,-234.0,-0.3,0.4,-145.8,-1.2,-0.4
O=C(NCc1ccc2c(c1)OCO2)OCc1ccccc1,4.4,2.0,.,4.0*,-0.9,-5.1,7.3,2.2,0.0,-0.7,.
Cc1c(C(=O)N2CCN(Cc3ccc4c(c3)OCO4)CC2)sc2ncnc(N3CCN(c4ccccc4F)CC3)c12,0.5,-1.8,-6.5,-9.6,2.1,-8.7,-2.5,-3.1,-7.3,-2.2,-3.2
O=C1OCCC1=COCCOC=C1CCOC1=O,6.1,-2.9,0.2,-0.1,0.3,4.3,0.5,-0.9,0.9,-1.0,0.0
COc1ccc(C(C)=O)cc1CSc1nnc(-c2ccccc2O)n1-c1ccccc1,-1.5,15.4,-4.2,-0.7,2.0,-0.5,-1.4,0.0,2.2,-1.6,-1.1
Cc1ccc(C)c(CN2CCC(CNC(=O)C3CCCN(c4ncnc5c4nc4n5CCCCC4)C3)CC2)c1 (centres undefined),-0.2,-8.0,.,-0.2,-4.9,-79.7,-0.8,-1.7,-54.0,-1.6,.
Cc1cc2c(C)nc3ccccc3c2o1,-1.5,-2.9,1.6,0.3,0.3,2.2,1.5,-0.9,4.8,-1.8,0.5
CCN1CCN(c2oc(/C=C/c3ccccc3)nc2C#N)CC1,3.2,i,3.1,0.0,i,i,-0.3,0.7,i,-0.8,0.6
COC(=O)[C@]12C[C@H](CC(=O)N3CCOCC3)C(=O)N(Cc3cccc4ccccc34)C1=C[C@H](C(C)(C)C)O[C@@H]2C,-5.4,-0.5,.,-0.5,-2.1,-1.3,1.0,-1.9,0.6,-1.0,.
O=C(O)[C@H](Cc1ccccc1)NC(=O)[C@H]1O[C@@H](n2ccc(=O)[nH]c2=O)[C@H](O)[C@@H]1O,3.0,-5.8,.,0.6,-2.7,0.2,-1.3,-0.7,-2.0,-1.0,.
CCOc1ccc(CCNC(=O)CCS(=O)(=O)c2ccc(Br)cc2)cc1OCC,3.2,3.1,0.2,-0.1,0.4,-3.1,-2.2,1.0,2.6,-0.2,-0.7
Cc1ccccc1NC(=O)COC(=O)c1ccc(C)c(S(=O)(=O)N2CCCCC2)c1,1.6,-12.1,1.1,0.0,-3.0,1.1,-0.1,-0.7,3.1,-0.8,0.3
N#Cc1cccc(NC(=O)CNc2cccc(S(=O)(=O)N3CCCCC3)c2)c1,-20.8,6.3,-2.3,-4.2,-2.2,-3.7,-4.6,-2.7,1.0,-1.4,-1.4
CC(=O)c1cccc(NC(=O)CN2C(=S)NC(C)(C)CC2C)c1 (centres undefined),8.2,0.1,-0.5,-0.5,-2.5,-5.6,0.2,-1.0,-1.7,-1.9,0.1
O=C(Nc1ccc(S(=O)(=O)N2CCc3ccccc32)cc1)C(F)(F)F,1.8,11.8,2.8,-0.4,7.4,-5.7,0.5,2.0,4.6,-1.1,0.8
S=c1nc(-c2csc3c2CCCC3)[nH][nH]1,9.5,14.9,1.8,0.0,6.1,-0.8,0.3,-1.9,0.7,-0.2,-0.3
O=S(=O)(Cc1ccccc1)Nc1ccc(Br)cn1,-2.5,-13.9,-1.2,-0.1,-5.9,-2.1,5.0,-0.1,-2.4,-0.1,0.0
CC(C)C[C@@H](CN)NC(=O)c1nc[nH]c1C(=O)N[C@@H](C)C(=O)CNC[C@H](CC(C)C)NC(=O)c1nc[nH]c1C(=O)N[C@@H](CC(=O)O)C(=O)O,0.0,-8.3,-1.6,0.1,-4.8,0.3,8.5,-0.4,0.2,-0.7,0.0
CN(C)S(=O)(=O)c1ccc(N2CCCC2)c(C(=O)Nc2ccccc2N2CCOCC2)c1,2.6,-16.5,-0.8,-0.3,-6.7,-7.0,-1.6,0.0,-14.0,-0.9,-1.0
O=C(CC1C(=O)NCCN1Cc1cccc(F)c1)NC1CCCCCC1 (centres undefined),7.4,-10.2,1.7,1.1,-2.5,-19.2,-2.0,1.1,-6.7,-1.2,0.0
CCN(CCCNC(=O)CCCN1C(=O)COc2ccc(C)cc21)c1cccc(C)c1,-0.2,4.6,-1.0,-0.1,0.3,1.1,-3.7,-2.5,1.1,-1.8,0.6
OCCN(CCO)c1nc(-c2ccccc2)nc2c1oc1ccccc12,-14.7,-4.0,0.5,-0.5,1.0,-8.2,0.1,-1.6,-7.7,-1.5,-3.2
CCC(C(=O)NC1CC1)n1nc(C)c2c(C)n(-c3ccccc3)nc2c1=O (centres undefined),-3.6,-1.0,-1.7,-0.2,0.3,-5.7,0.2,-2.3,2.2,-1.1,1.8
Cn1c(C(=O)N2CCCC(C(=O)NCc3cccs3)C2)cc2sccc21 (centres undefined),-13.1,12.2,-1.3,-0.5,7.8,3.7,0.1,1.0,1.7,-1.0,-1.4
COc1ccccc1OCC(=O)Nc1ccc(N2CCCCC2)cc1,0.1,1.7,2.4,-0.9,0.8,-7.4,2.0,-1.0,1.8,-1.3,0.4
CCCc1cc(=O)[nH]c(SCC(=O)NCc2ccc3c(c2)OCO3)n1,-3.7,-4.7,1.1,-0.1,-3.5,-7.3,1.9,-2.5,1.3,-1.0,-0.4
Cc1[nH]ccc2cc3nc4ccccc4c3cc12,-3.4,-106.2,4.9,-2.2,-31.7,-421.5,3.4,5.7*,-310.0,0.7,-1.5
COc1ccccc1N1CCN(C(=O)c2ccc3[nH]c(C)c(C)c3c2)CC1,-18.2,-6.4,-4.2,-6.0,-3.2,-78.6,1.0,-2.6,-1.7,-1.5,-1.5
CN(C)/C(=N\S(=O)(=O)c1ccccc1)c1ccc(Cl)cc1,-4.2,5.0,2.1,-0.4,-1.8,-0.6,1.0,-0.2,2.0,-1.2,0.9
C=CCN(CC=C)C(=O)c1cccc(S(=O)(=O)N2c3ccccc3CC2C)c1 (centres undefined),1.8,-7.3,1.1,-0.4,-6.5,-8.7,0.0,-1.3,-0.5,-1.1,-0.6
CCOC(=O)C1CSCCS(=O)(=O)N1Cc1ccc(F)cc1 (centres undefined),5.2,5.5,.,-0.3,1.9,4.4,-1.4,-2.0,3.0,-1.4,.
Cc1ccc(NC(=O)CN2C(=O)S/C(=C\c3ccccn3)C2=O)cc1,3.6,0.2,-0.9,0.8,0.1,-0.9,-2.2,4.1,0.9,-0.3,2.7
CC1(O)c2ccccc2C(=O)N1CCc1ccccc1F (centres undefined),2.5,0.3,3.0,2.4,-2.3,-0.3,8.2,3.4,0.1,0.4,2.0
CC(C)(C)OC(=O)NCCc1nnc(SCC(=O)Nc2cccc(Cl)c2)o1,-11.2,7.2,0.8,0.3,0.6,3.5,-0.4,-0.6,4.1,-1.4,1.1
CCOC(=O)/C(=C/Nc1ccccc1)[N+](=O)[O-],-1.0,-3.6,2.0,0.4,-5.9,0.4,-2.7,-1.4,0.4,-1.1,0.8
COc1cc(/C=N/n2c(C)n[nH]c2=S)ccc1OCc1ccc(F)cc1,-1.1,-0.4,3.8,1.0,4.3,2.3,4.1,2.0,2.2,-0.6,0.3
CC(=O)N1CCN(C(=O)c2ccc(OC3CCN(CCc4ccccc4)CC3)cc2)CC1,0.8,-4.5,1.1,0.4,0.1,-6.9,-0.2,1.9,0.8,-1.4,0.2
Nc1nonc1-n1nnc(C(=O)N/N=C/c2ccc(F)cc2)c1-c1cccs1,-7.2,-3.2,0.3,0.0,-3.9,-19.5,-0.1,-1.6,-8.7,-0.1,-1.7
NC(=O)COC(=O)c1ccc2noc(-c3ccccc3)c2c1,-0.1,-40.9,4.6,0.0,-18.7,-64.2,6.5,1.2,-46.0,-0.9,1.2
CCOC(=O)Cn1cc(/C=C(\C#N)C(=O)N2CCOCC2)c2ccccc21,-0.7,2.4,3.9,0.3,0.0,-6.2,0.9,-1.0,-0.9,-1.1,2.7
Cn1c2ccsc2c2ncn(Cc3ccccc3F)c(=O)c21,-10.6,i,2.8,0.9,i,i,5.5,-0.3,i,-1.1,-0.5
Cc1ccc(CNC(=O)CCS(=O)(=O)c2ccc(Br)s2)cc1,-2.8,9.3,0.5,-0.3,5.0,5.4,0.9,2.6,8.9,-0.9,0.3
COc1ccc(NS(=O)(=O)c2cccc(-c3n[nH]c(=S)n3Cc3ccccc3)c2)cc1,-14.3,14.8,-0.7,0.3,7.3,-9.9,-2.0,-0.2,-3.5,-1.0,-0.5
COc1ccc(NC(=O)Cc2c(O)c3ccccc3[nH]c2=O)cc1,-2.6,-17.5,1.2,0.1,-12.0,-7.9,2.7,0.3,-4.7,-1.3,-0.2
N#Cc1cc2c(nc1SCC(N)=O)CCCCC2,0.7,-1.4,9.6*,4.8*,1.1,-2.2,5.0,3.2,-1.5,-0.3,1.4
CN(C(=O)COC(=O)c1n[nH]c(=O)c2ccccc12)c1ccccc1,13.1,-18.7,0.2,1.1,-0.7,-5.0,-3.3,-1.5,0.3,-1.5,0.1
CCCN(CCC)c1nc(-c2ccccn2)nc2ccccc12,4.2,3.5,-4.1,-2.2,-1.9,-18.0,-8.6,-4.1,-9.8,-2.0,-2.7
O=C(Cc1ccc(Cl)cc1)N/N=C/c1cccs1,4.1,3.2,1.6,-0.3,1.2,3.9,-2.1,0.8,3.7,-1.5,-1.4
